# MDM2 E3 inh: inhibitors of human Mdm2 E3 ubiquitin ligase | AID 1230 | cell-based MDM2 ubiquitination luciferase reporter, 2 h; 0 = plate control, 100 = twice control, blank-subtracted | 0.11% of 210,000 active | Q00987 | signal enhancement, % at 5 µM;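 active = signal enhancement of 30% or more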;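 note: luminescence tracks abundance of the self-degrading MDM2-luciferase fusion protein; higher signal means inhibition of MDM2 E3 ligase activity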
#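 Material: stable MDM2–luciferase fusion reporter cells / Quantity: 2000 cells/well / Dosing: single 5 µM compound dose, 0.2% final DMSO / Buffer or medium: DMEM / Schedule: 4 h cell settling then 2 h compound exposure, 37 °C / Detection: luminescence with SteadyLite reagent, 15 min at room temperature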
# Runt-SMMHC FRET: blocks binding of human RUNX1 Runt domain to CBFb-SMMHC; Cerulean-Runt/Venus-CBFb-SMMHC FRET ratio 530/480, 1 h; inhibition, % at 20 µM; 0.74% of 220,000 active;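 active = mean inhibition across duplicate retests at 20 µM reaching about 50%, limit read from the data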;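 note: 0% = DMSO wells and 100% = wells with excess untagged CBFb-SMMHC; inhibitors lower the FRET ratio by blocking Runt binding to CBFb-SMMHC; some results filed as inactive read as strong as hits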
# EBV gp42 block: blocks Epstein-Barr virus glycoprotein 42 binding; Fluorescence polarization binding assay, mP read-out; 0.42% of 220,000 active; Q1HVG2; inhibition, % (tested at 21.74 µM); AID 1085; in the data active = inhibition above about 50%
# Target sequence (Q1HVG2 whole entry, looked up): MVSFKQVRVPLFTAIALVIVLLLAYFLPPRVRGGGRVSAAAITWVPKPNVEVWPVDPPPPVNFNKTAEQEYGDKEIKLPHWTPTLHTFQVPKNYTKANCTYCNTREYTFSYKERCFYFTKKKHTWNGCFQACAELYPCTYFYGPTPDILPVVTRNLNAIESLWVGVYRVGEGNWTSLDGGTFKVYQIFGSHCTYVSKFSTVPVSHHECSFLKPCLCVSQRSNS
# zVAD death inh: blocks zVAD induced death of L929 cells. viability rescue, % at 10 µM. 0.38% of 220,000 active. L929 zVAD necroptosis rescue, ATP luminescence, 24 h; with zVAD 60 µM. AID 1377;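 active = activation, scaled between plate controls, above about 75%, limit read from the data; inactive = activation under that limit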;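 note: 0% = zVAD with DMSO and 100% = DMSO alone without zVAD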
# Runt-CBFb FRET: blocks binding of human RUNX1 Runt domain to CBFb; Q01196+Q13951; inhibition, % at 20 µM; 0.46% of 220,000 active; Cerulean-Runt/Venus-CBFb FRET ratio 530/480, 1 h;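 active = inhibition over about 50% at 20 µM in the single-dose screen, limit read from the data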;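 note: 0% = DMSO wells and 100% = excess unlabeled CBFb competitor control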
#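 Schedule: protein complex preformed 1 h, compound exposure 1 h, room temperature, dark; test system: Cerulean-labeled Runt domain protein; amount: 100 nM per protein; buffer or medium: Tris 50 mM pH 7.5, KCl, K2SO4, 0.01% BSA; read-out: loss of energy transfer signal; detection: FRET fluorescence; controls: 5 µM unlabeled CBFb as full-inhibition high control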
# Hck-Nef inh: human Hck-Nef kinase inhibition; P08631; Recombinant Hck-YEEI plus Nef, Z-Lyte FRET kinase assay; inhibition, % at 20 µM; 0.68% of 220,000 active; AID 463187;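 active = Hck-Nef kinase inhibition above about 50%, limit read from the data; inactive = inhibition below that limit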;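 note: 0% = DMSO with Hck plus Nef and 100% = Hck alone without Nef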
# Target sequence (P08631 whole entry, looked up): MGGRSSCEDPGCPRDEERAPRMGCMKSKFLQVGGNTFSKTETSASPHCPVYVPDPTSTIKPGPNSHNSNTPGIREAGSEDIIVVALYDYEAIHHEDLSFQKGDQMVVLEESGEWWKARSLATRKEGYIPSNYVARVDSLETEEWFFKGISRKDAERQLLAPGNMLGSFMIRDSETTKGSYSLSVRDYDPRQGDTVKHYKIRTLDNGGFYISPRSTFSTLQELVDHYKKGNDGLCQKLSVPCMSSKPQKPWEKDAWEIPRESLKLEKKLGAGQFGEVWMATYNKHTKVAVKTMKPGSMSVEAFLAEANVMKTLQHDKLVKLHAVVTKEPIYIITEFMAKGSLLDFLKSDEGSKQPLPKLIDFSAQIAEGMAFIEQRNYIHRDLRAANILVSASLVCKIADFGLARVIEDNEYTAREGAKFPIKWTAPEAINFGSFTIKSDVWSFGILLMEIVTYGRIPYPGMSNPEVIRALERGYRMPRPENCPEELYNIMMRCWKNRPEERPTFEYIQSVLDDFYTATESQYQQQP
# TbHK1 inh: T. brucei hexokinase 1 inhibition; recombinant TbHK1, G6PDH-coupled NADH A340; inhibition, % at 10 µM; 0.11% of 220,000 active; AID 1430;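 active = inhibition of 50% or more in the single-dose primary screen; inactive = inhibition below 50%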
# 14-3-3 Bad PPI: disrupts binding of bovine 14-3-3 zeta to phospho-Bad peptide. TR-FRET 14-3-3zeta/Dy647-pBad peptide displacement, 1 h. P63103. AID 781. inhibition, % at 21.7 µM. 0.71% of 220,000 active;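 active = inhibition above about 70%, limit read from the data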;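 note: 0% = full 14-3-3 plus peptide FRET controls and 100% = background without 14-3-3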
# Target sequence (P63103 whole entry, looked up): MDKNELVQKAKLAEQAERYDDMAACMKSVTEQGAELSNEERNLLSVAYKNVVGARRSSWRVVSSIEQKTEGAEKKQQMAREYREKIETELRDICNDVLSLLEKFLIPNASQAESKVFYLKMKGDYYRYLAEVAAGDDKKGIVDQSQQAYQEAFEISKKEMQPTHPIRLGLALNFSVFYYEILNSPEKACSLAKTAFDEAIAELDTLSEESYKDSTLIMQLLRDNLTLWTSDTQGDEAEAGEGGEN
# p47phox inh: inhibitors of human p47phox binding; P14598; p47phox/p22phox peptide binding, fluorescence polarization, 2 h; inhibition, % at 24.7 µM; 0.53% of 220,000 active; AID 1274;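 active = inhibition above about 30%, limit read from the data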;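 note: 0% = p47phox with labelled peptide and 100% = labelled peptide alone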
# The depositor's hits bear a star; x = not tested or not shown; [ ] = another dose, or the depositor's remark.
compound,MDM2 E3 inh,Runt-SMMHC FRET,EBV gp42 block,zVAD death inh,Runt-CBFb FRET,Hck-Nef inh,TbHK1 inh,14-3-3 Bad PPI,p47phox inh
O=C(CC1C(=O)NCCN1Cc1cccc(Oc2ccccc2)c1)NCCc1cscn1 (configuration not stated),4,x,12,0.5,x,22,-3,-3,1
CCOC(=O)c1sc(-c2ccccc2)cc1NC(=O)Nc1ccccc1,-8,-2,-2,1.9,3,-1,-9,1,-33
O=C(C1CCCN(S(=O)(=O)c2cccc3nsnc23)C1)N1CCCCCC1 (configuration not stated),-14,1,-4,0.5,0,0,-14,-3,-4
COc1ccc(N2CCN(S(=O)(=O)Cc3ccccc3)CC2)cc1,-8,2,-14,1.4,2,-15,11,-2,-17
O=C(Nc1ccncc1)c1cccc(F)c1,-9,-3,-1,-0.2,-1,-1,-6,-2,-15
CCCCOc1ccc(S(=O)(=O)NCc2csc(C)n2)cc1,-5,3,-5,x,1,-4,-3,11,-1
O=C(Nc1ccc(N2CCOCC2)cc1)C1CC(=O)N(c2ccc(F)cc2)C1 (configuration not stated),4,x,-21,6.4,x,16,-1,-10,2
CCOC(=O)C1=C(C)OC(N)=C(C#N)C1c1c(C)nn(-c2ccccc2)c1Cl (configuration not stated),2,6,-3,1.1,-1,-10,3,9,-17
CCOC(=O)N1CCc2c(sc3nc4n(c(=O)c23)N=C(C)CS4)C1,-19,2,-28,-0.1,0,-1,-16,-1,-7
Cc1ccc(CN2C(=O)CSc3ccc(C(=O)NCCN4CCOCC4)cc32)cc1,-7,3,-24,-2.0,-1,-1,1,5[fluorescence artefact?],-13
COc1ccccc1NC(=O)CN1C(=O)C(C)SC(C)C1=O (configuration not stated),-11,-12,-6,1.4,1,4,-8,-1,4
Cc1ccc(N(C(=O)C2CCCC2)C2C=CS(=O)(=O)C2)cc1 (configuration not stated),-22,3,-12,-0.1,-1,0,2,-13,-18
CCOCCOCN(C#N)c1nc(OC)nc(N(C)C)n1,-14,-2,-11,2.0,0,-12,5,2,-10
COc1cc2c(cc1NC(=O)CN(C)Cc1nc3ccccc3c(=O)[nH]1)oc1ccccc12,-21,-3,2,9.0,-4,2,-11,10,-16
Cc1occc1C(=O)N1CCN(c2ccccc2)CC1,3,-8,-9,0.7,-5,6,3,-7,-11
CC(NC(=O)C1CCCCC1)C(c1cccs1)N1CCN(C)CC1 (configuration not stated),-10,-8,-8,-0.3,2,27,10,-3,-6
Cc1c(NC(=O)C(c2ccccc2)c2ccccc2)cccc1C(=O)O,-4,1,-11,1.5,-1,17,-1,2,-4
Cc1ccc(-c2nc(C3CCN(S(C)(=O)=O)CC3)no2)cc1,-22,-4,-17,1.0,-1,6,6,-1,0
CC(=O)c1cccc(NC(=O)COC(=O)COc2c(Cl)cc(Cl)c3ccc(C)nc23)c1,-11,-10,-40,-0.3,-6,-2,-1,8,-28
CCNC(=S)NNC(=O)c1cc(C)on1,-20,2,-29,-0.3,-1,-1,-2,-3,1
CC(=O)Nc1ccc(OS(=O)(=O)c2ccccc2C)cc1,-1,2,4,0.3,-4,21,7,-4,2
CCn1c(=O)n(Cc2ccco2)c(=N)c2c3c(sc21)COC(C)(C)C3,6,0,-11,-0.1,-3,0,-6,3,-2
COc1cccc2sc(Nc3nnc(-c4ccc(F)cc4)o3)nc12,2,4,-2,9.4,1,2,-70,16,-15
CCOC(=O)C1CCN(C(=O)Cn2cc(C(=O)c3ccco3)c3ccccc32)CC1,-8,4,1,0.3,-2,-2,-5,2[fluorescence artefact?],-7
Cc1ccc(OCC(=O)N/N=C\c2cn(C)c3ccccc23)c([N+](=O)[O-])c1,-12,0,-5,0.0,0,11,-24,-2,-10
O=C(Nc1ccc(Oc2c(F)c(F)c(F)c(F)c2F)cc1)OC1CCN2Cc3ccccc3N=C12 (configuration not stated),x,-5,-19,-0.1,1,17,2,6,1
O=c1c2cc3c(cc2[nH]c(=S)n1CCN1CCOCC1)OCO3,-25,-4,-12,-0.1,-2,-1,-18,-19,-11
O=c1c2cn[nH]c2nc(SCc2cc(=O)n3cc(Br)ccc3n2)n1-c1ccc(Br)cc1,-8,-7,-7,-0.3,-2,29,-11,-18,-26
CC(=O)C1=C(c2ccccc2)NC(=S)NC1c1cc(Cl)c(OC(C)C)c(Cl)c1 (configuration not stated),-7,3,-1,-0.6,0,-1,0,-23,-29
Nc1c(C(=O)c2ccc(Cl)cc2)sc2c1c(=O)[nH]c(=O)n2-c1ccccc1,-8,-19,-3,-0.7,-14,1,-8,-23,-3
CCc1nc2ccccc2c(C(=O)OC2CCOC2=O)c1C (configuration not stated),-10,0,-15,0.1,-1,-1,2,4,-3
O=C(NCC1CCCO1)c1sc2ccccc2c1Cl (configuration not stated),-2,-1,4,1.6,0,2,20,4,-1
CC(C)CNC(=O)CC(NCC(C)C)C(=O)O (configuration not stated),-12,4,-6,0.5,0,-4,1,-4,-5
Cc1ccc(C(=O)Nc2ccc(O)c(C(=O)O)c2)o1,-20,-1,-2,-0.1,4,7,-1,-3,-5
O=C1C(Cl)=C(N2CCOCC2)C(=O)N1c1ccccc1,-11,40,4,0.9,50,1,-13,7,10
CS(=O)(=O)NC1CCN(Cc2ccccc2)CC1,-19,1,1,-0.5,0,5,2,-10,0
CN(C)S(=O)(=O)c1cccc(NC(=O)CCSc2ccc(Cl)cc2)c1,2,-1,12,77*,-3,3,-4,23[fluorescence artefact?],-5
Cc1occc1C(=O)NNC(=S)Nc1ccccc1,-2,3,-7,0.1,2,-1,-2,-2,-5
Cc1cc(C)n(-c2nc(NCCC(C)C)c3c4c(sc3n2)COC(C)(C)C4)n1,x,-2,12,1.0,-11,-16,-10,1[fluorescence artefact?],-19
O=C(CSc1ccc2c(c1)OCCO2)NCC1CCCO1 (configuration not stated),-1,0,-6,-0.2,1,-1,-5,8[fluorescence artefact?],-7
CCc1ccccc1OCC(=O)NC1CCCC1,3,-1,-18,-0.4,-1,0,2,-3,6
O=C(NCc1ccccc1)C1=C[C@H](c2coc3ccccc3c2=O)C[C@H](OCCCCO)O1,x,0,-2,0.0,-2,2,3,63,-9
O=C1/C(=C\c2ccc3ccccc3c2)CCCc2ccccc21,x,1,-16,0.3,-2,-1,0,3[fluorescence artefact?],-23
CCN(CC)S(=O)(=O)c1ccc(C)c(NC(=O)COC(=O)C=C(C)C)c1,-19,0,-18,0.1,0,22,-6,1,-9
Cc1ccc(-n2c(=O)[nH]c3c(oc4ccccc43)c2=O)cc1,-8,-1,-5,0.5,2,-16,-10,4,-5
C[C@]12CC[C@@H]3c4ccc(O)cc4[C@@H](O)C[C@H]3[C@@H]1CC[C@@H]2O,x,3,-11,6.1,-1,-1,2,-3,-8
COc1cc(O)c(C(CC(=O)N2CCCCC2)c2cc(OC)c(OC)c(OC)c2)c(OC)c1 (configuration not stated),7,1,-12,0.0,1,10,-11,-4,-3
CCOc1ccc2nc(NC(=O)C3CCN(S(=O)(=O)c4cnc[nH]4)CC3)sc2c1,-14,-4,-7,83*,0,6,3,-6,-6
O=C(Nc1ccccn1)c1cc2cc([N+](=O)[O-])ccc2s1,-33,2,10,-1.8,-2,20,-8,47,11
COC(=O)CCS(=O)(=O)c1ccc(NC(C)=O)cc1,-10,-3,-2,-0.5,2,1,2,-2[fluorescence artefact?],-4
COc1ccc(NC(=O)CC(NCCc2ccccc2)C(=O)O)c(OC)c1 (configuration not stated),1,1,-3,-0.2,-2,0,-2,10[fluorescence artefact?],-4
COc1ccc(/C=C/C(=O)OCC(=O)Nc2cccc(Oc3ccccc3)c2)c(OC)c1,-2,5,-15,0.8,1,3,-18,-9,-25
O=C(CSc1nnc(COc2ccccc2)o1)N1CCOCC1,-5,3,-1,0.9,1,-13,4,0,-9
Nc1cc(S(=O)(=O)Nc2cc(Cl)ccc2Cl)ccc1N1CCCC1,-23,-7,-16,1.4,12,-4,-6,-2,-4
CCCc1[nH]nc2c1C(c1ccc(OC)c(Cn3nc(C)c(Br)c3C)c1)C(C#N)=C(N)O2 (configuration not stated),-3,-7,12,-0.4,-2,0,-6,2,-15
N#CC1=C(N)NC(SCC(=O)c2ccccc2)=C(C#N)C12CCCC2,-22,2,-3,x,13,7,-19,-2,-24
O=C(/C=C/c1ccc2c(c1)OCO2)Nc1cccnc1,-35,-2,-6,4.5,0,17,-32,-6,-4
CNS(=O)(=O)c1ccc(C)cc1,-2,2,-3,0.6,4,3,-5,-3,6
COc1ccc2[nH]c(=O)c(C(c3nnnn3C3CCCCC3)N3CCN(C)CC3)cc2c1 (configuration not stated),-21,-28,-29,1.1,-8,1,-8,8,1
O=C(COC(=O)c1cccc(Br)c1)NCCc1ccccc1,-13,1,3,0.4,-1,1,1,-2,-1

# The last 4 compounds of the part above come first, to join the parts.
compound,MDM2 E3 inh,Runt-SMMHC FRET,EBV gp42 block,zVAD death inh,Runt-CBFb FRET,Hck-Nef inh,TbHK1 inh,14-3-3 Bad PPI,p47phox inh
O=C(/C=C/c1ccc2c(c1)OCO2)Nc1cccnc1,-35,-2,-6,4.5,0,17,-32,-6,-4
CNS(=O)(=O)c1ccc(C)cc1,-2,2,-3,0.6,4,3,-5,-3,6
COc1ccc2[nH]c(=O)c(C(c3nnnn3C3CCCCC3)N3CCN(C)CC3)cc2c1 (configuration not stated),-21,-28,-29,1.1,-8,1,-8,8,1
O=C(COC(=O)c1cccc(Br)c1)NCCc1ccccc1,-13,1,3,0.4,-1,1,1,-2,-1
COc1ccc([N+](=O)[O-])cc1NC1CCCCC1,9,-20,-14,0.9,-6,6,0,3,-10
Cc1ccccc1C(=O)c1cccn1CC(=O)NCC1CCCO1 (configuration not stated),5,3,-14,-0.6,-2,-1,-8,12,-11
CC1=C(C(=O)OCc2ccccc2)C(c2ccc(C(C)(C)C)cc2)NC(=O)N1CCCCCC(=O)O (configuration not stated),x,-13,-8,3.1,-6,-6,20,1[fluorescence artefact?],-4
CCCCCc1cc(=O)oc2c(C(CCN3CCCC(C)C3)c3cc(OC)c(OC)c(OC)c3)c(OC)cc(OC)c12 (configuration not stated),-8,1,-7,9.4,-4,8,-22,-1,4
Cc1ccc(C(=O)Nc2ccc(Br)cc2)cc1S(=O)(=O)Nc1ccccn1,-7,0,-137,2.2,2,1,-5,-2[fluorescence artefact?],-98
NS(=O)(=O)c1ccc(CCNC(=O)C2Cc3ccccc3CN2C(=O)c2ccco2)cc1 (configuration not stated),-3,0,2,0.1,2,4,-7,11[fluorescence artefact?],-7
Cc1ccc(-n2c(CSc3nc(C)cc(C)n3)n[nH]c2=S)cc1,-1,8,-12,0.6,6,27,0,-13,-14

# Bioassay records: PubChem BioAssay, several laboratories
